RBX1-CUL1 inh: inhibitors of human ROC1-CUL1 ubiquitin ligase activity; E3 ubiquitin-protein ligase RBX1 (Homo sapiens) + Cullin-1 (Homo sapiens), P62877+Q13616; in vitro K48 di-Ub FRET, acceptor:donor ratio, 45 min; inhibition, % at 10 µM; 0.6% of 140,000 active; in the data active means inhibition above about 25%
Target sequence (P62877 whole entry, looked up): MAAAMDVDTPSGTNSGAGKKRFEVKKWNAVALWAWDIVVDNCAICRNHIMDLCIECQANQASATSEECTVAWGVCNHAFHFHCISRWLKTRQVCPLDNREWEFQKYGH
Target sequence (Q13616 whole entry, looked up): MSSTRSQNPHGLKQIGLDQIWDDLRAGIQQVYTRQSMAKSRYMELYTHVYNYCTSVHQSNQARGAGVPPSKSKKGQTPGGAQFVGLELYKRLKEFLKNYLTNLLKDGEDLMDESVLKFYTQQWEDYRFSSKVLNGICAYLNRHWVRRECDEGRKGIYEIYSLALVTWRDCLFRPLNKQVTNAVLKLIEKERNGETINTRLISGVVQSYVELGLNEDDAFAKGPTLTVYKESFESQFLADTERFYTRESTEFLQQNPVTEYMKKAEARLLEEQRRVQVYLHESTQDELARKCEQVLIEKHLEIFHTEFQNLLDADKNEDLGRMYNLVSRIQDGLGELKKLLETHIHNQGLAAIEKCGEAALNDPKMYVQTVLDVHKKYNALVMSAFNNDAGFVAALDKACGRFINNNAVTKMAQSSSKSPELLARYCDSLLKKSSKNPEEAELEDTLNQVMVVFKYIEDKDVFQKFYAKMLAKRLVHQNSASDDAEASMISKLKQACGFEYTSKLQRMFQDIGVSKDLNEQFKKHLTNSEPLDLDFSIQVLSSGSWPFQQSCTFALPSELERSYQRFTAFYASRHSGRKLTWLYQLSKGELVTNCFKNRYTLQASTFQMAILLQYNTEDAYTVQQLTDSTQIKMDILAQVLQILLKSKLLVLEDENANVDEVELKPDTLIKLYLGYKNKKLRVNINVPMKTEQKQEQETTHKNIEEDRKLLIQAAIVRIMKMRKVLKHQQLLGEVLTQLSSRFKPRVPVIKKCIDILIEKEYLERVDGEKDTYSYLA
* marks the source's active call; other numbers are inactive results; & = joins results of further samples. Only part of the results is shown; rates above refer to the full screens.

smiles	RBX1-CUL1 inh
Cc1ccc(N2CC(C(=O)NC(C)C)CC2=O)cc1Cl (stereo unspecified)	-2.4
Cc1cccc(Cl)c1OCCCc1c(C)n[nH]c1C	5.1
COc1cccc(OC)c1-c1cnnc(N(CCO)Cc2ccccc2)n1	-2.3
COc1ccccc1-c1nn2c(C)nnc2s1	7.5
CCCCCN1C(=O)C(C(=O)Nc2ccccc2C(=O)OCC)C(=O)c2ccccc21 (stereo unspecified)	-0.6
CC(C)(C)NC(=O)CCS(=O)(=O)c1ccccc1	11.3
O=C(Cn1cc(S(=O)(=O)Cc2cccc(Cl)c2)c2ccccc21)Nc1ccccc1Cl	-2.4
O=S(=O)(NCc1cccc(CNS(=O)(=O)c2ccc(Cl)cc2)c1)c1ccc(Cl)cc1	-2.4
COc1ccc(S(=O)(=O)N2Cc3ccccc3CC2C(=O)Nc2ccc(C)cc2C)cc1OC (stereo unspecified)	1.5
CCc1ccc(N=C2NC(=O)/C(=C\c3ccc(OCC#N)cc3)S2)cc1	6.9
Cc1ccc(S(=O)(=O)N2CCCc3cc(NS(=O)(=O)c4cc(C)ccc4C)ccc32)cc1	-9.3
O=C(CC1CC1)N1CCCC(CCc2ccccc2F)C1 (stereo unspecified)	-0.5
CCCC(=O)N(c1ccc(Br)cc1)c1nc(-c2ccc(Cl)cc2)c(CC)s1	-0.9
O=C(Oc1ccc(Br)cc1)c1ccccc1N1C(=O)c2ccccc2C1=O	8.4
COC(=O)c1ccc(C(=O)OC)c(NC(=O)c2cccc(Br)c2)c1	-17.8
Cc1ccc(NC(=O)CSc2nc3c(c(=O)[nH]2)CCC3)cc1Cl	-4.3
CSc1nnc(SCC(=O)Nc2cccc(Cl)c2)s1	-8.1
O=c1c2c3c(sc2nc(SCc2c(F)cccc2F)n1-c1ccccc1)CCCC3	-4.0
O=C(/C=C/c1ccccc1)Nc1nc2n(n1)C(c1ccc(F)cc1)CC(c1ccccc1)=N2 (stereo unspecified)	-0.9
C(=C\c1ccccc1)/C=N/N=C1\SC(=Nc2ccccc2)C(=Nc2ccccc2)N1c1ccccc1	9.0
NNC(=O)N=Cc1ccc([N+](=O)[O-])cc1	4.0
CCC(C)Oc1c(I)cc(/C=C2/SC(=O)N(C(C)C(=O)OC)C2=O)cc1OC (stereo unspecified)	3.4
CCN(CC)S(=O)(=O)c1ccc(S(=O)(=O)N2CCOCC2)cc1	-0.7
Cc1nn(CC(=O)O)c2c1C1C(C2)C1(C)C (stereo unspecified)	16.2
CCOc1ccc(-c2cc(C)[n+](CCCN3CCOCC3)c(-c3ccc(OCC)cc3)c2)cc1	-1.1
Cn1cc(CN2CCC(C(=O)N3CCCCC3)CC2)c(-c2ccccc2F)n1	14.5
CC1(C)C2CC=C(/C=N/NC(=O)c3ccccc3O)C1C2 (stereo unspecified)	-1.5
CSc1c(C#N)c(N)nc2c([N+](=O)[O-])c(N)nn12	-3.4
Cc1cccc(OCC(=O)Nc2c(C)ccc3nsnc23)c1C	-3.8
COc1ccc(NC(=O)C(Cc2ccccc2)n2cccc2)c(OC)c1 (stereo unspecified)	-4.3
CCOC(=O)c1c(N)c(C#N)c(C)n1-c1ccc(Br)cc1	3.1
CC(C)(C)Cc1nnc(NC(=O)Cc2cccs2)s1	5.0
CC(=O)N1CCN(c2ccc(-c3nc(Cc4ccc(Cl)cc4)no3)cn2)CC1	-11.4
CCOCCOC(=O)c1ccc(NC(=O)/C=C/c2ccc(OC)c(OC)c2)cc1	1.5&0.0
CCOC(=O)C1(Cc2cccc(OC)c2)CCN(C(C)CCn2cccn2)CC1 (stereo unspecified)	-9.6
COc1ccccc1/C=C/c1c(C#N)c(=O)oc2ccc(C)cc12	0.6
Cn1c(=O)c2[nH]c(-c3cccs3)nc2n(C)c1=O	7.6
CCCn1c(=O)sc2cc(NC(=O)c3ccc(OC)c(Br)c3)ccc21	-0.5
Cc1ccc(-c2cc3nc(-c4ccccc4)cc(N)n3n2)cc1	9.0
CCS(=O)(=O)Nc1cc(C(=O)NCC(C)Oc2cccnc2)c2c(c1)nc(-c1ccccc1)n2C (stereo unspecified)	3.9
CC(C)C(NC(=O)OCc1ccccc1)C(=O)NC1CCCCC1 (stereo unspecified)	-3.8
O=C1NC(=S)N=C1Cc1ccsc1	9.4
COc1cccc(-c2noc(-c3cc(C(C)C)[nH]n3)n2)c1OC	12.8
COc1ccc(-c2cc(C(=O)Nc3c(Cl)cccc3Cl)no2)cc1OC	-6.0
CC(C)C(=O)Nc1cccc(N2CCN(CCCN3C(=O)C4CCCCN4C3=O)CC2)c1 (stereo unspecified)	4.3
COCCCn1c(CN2CCCC2c2nc3ccc(Cl)cc3[nH]2)cnc1S(C)(=O)=O (stereo unspecified)	6.0
Cc1c(C(=O)N(C)c2ccccc2)nnn1-c1ccc(F)cc1	-7.8
CC1=NN(C(=O)Cn2nc3ccccc3n2)C(O)(c2ccccc2)C1 (stereo unspecified)	3.7
COc1ccc(CNC(=O)C2CCCN(C(=O)c3cnn(-c4ccc(F)cc4)c3-n3cccc3)C2)cc1 (stereo unspecified)	-0.6
Cc1ccc2c(Cl)c(C(=O)Nc3nc(C)cs3)sc2c1	4.1
Cc1cccc(CN2CCC(C(=O)NC(C)(C)C)CC2)c1	13.7
CCCCCCOC(=O)c1ccc2c(c1)C(=O)N(c1ccc(OCC)cc1)C2=O	0.3
CCOc1ccccc1C(=O)NCc1nc2cccnc2n1Cc1ccc(C)cc1	4.2
COc1ccc(C2NC(=O)N(C)C3=C2C(=O)N(c2cccc(C(=O)O)c2)C3)cc1 (stereo unspecified)	-4.9
O=C(O)c1ccccc1SC1C(=O)C=C(c2ccccc2)N(c2ccccc2)C1=O (stereo unspecified)	4.4
C=CCOc1ccc(Cl)cc1CNCc1ccccc1	2.8
Cc1ccc(CN(C(=O)COc2ccc(Cl)cc2)c2ccccn2)o1	7.0
Clc1ccccc1NCn1cnc2ccccc21	-2.7
Cc1cc(O)ccc1NC(=O)COc1ccccc1	-4.3
CCOC(=O)CSc1ncnc2c1c(-c1ccccc1)cn2-c1ccc(OC)cc1	6.7

(more compounds)
smiles	RBX1-CUL1 inh
CCOC(=O)C1=C(C)N=c2s/c(=C\c3cc(Br)c(O)c(OC)c3)c(=O)n2C1c1ccc2c(c1)OCO2 (stereo unspecified)	52.9*
Cc1cc(=O)n2nc(N3CCC(C(=O)NCc4ccccc4)CC3)sc2n1	-2.9
CC1CC(=O)C=CN1C(=O)Oc1ccccc1 (stereo unspecified)	7.0
O=C(O)c1cc(Cl)c(Cl)cc1C(=O)Nc1ccc([N+](=O)[O-])cc1	-9.2
O=C1c2ccccc2CCc2sc(Cl)cc21	4.9
COc1ccc(O)c(CN2CCC(C(Cc3ccccc3F)N(C)Cc3cn(C)nc3C)CC2)c1 (stereo unspecified)	2.2
COCc1ccc(C(=O)NCc2nc(-c3cccc(NC(=O)C4CCCN(C)C4)c3)oc2C)s1 (stereo unspecified)	6.3
Cc1cc(C)c(S(=O)(=O)NCCc2csc3nc(-c4ccc(Cl)cc4)nn23)c(C)c1	4.3
Cc1cc(C)c(C(=O)N2CCC(N3CCC(C(=O)NCc4cccnc4)CC3)CC2)o1	11.7
CC1=C(C(=O)NCc2nc(-c3cccc(NC(=O)CCc4cccnc4)c3)oc2C)OCCO1	0.6
N#C/C(=C\c1ccc(F)cc1)C(=O)NCC1CCCO1 (stereo unspecified)	3.6
c1ccc(COc2nc(-c3ccncc3)nc3ccccc23)cc1	-4.4
O=C(CN(Cc1ccc(Cl)cc1)S(=O)(=O)c1ccccc1)NCc1ccccc1	4.4
O=C(c1ccccc1-c1nc2ccccc2[nH]1)N1CCCCC1	-1.0
CCOC(=O)c1nnn2c1nc(Sc1nnc(Cc3ccccc3)n1-c1cccc(C(F)(F)F)c1)c1ccccc12	-9.3
CN1C(=O)C2C(=NC(=O)CC2c2cccc(F)c2)n2ncnc21 (stereo unspecified)	5.9
COc1ccc(-c2cc(C(=O)NCCc3ccc(OC)c(OC)c3)c3ccccc3n2)cc1	6.4&1.6
COc1cc(C2c3c(n(Cc4ccccc4)c(=O)[nH]c3=O)N=C3CC(C)(C)CC(=O)C32)ccc1OCc1ccccc1 (stereo unspecified)	4.9
CC(=Nc1oc(-c2ccccc2)c(-c2ccccc2)c1C#N)c1ccc(Cl)cc1	-1.6
NC(=O)c1nc(-c2ccccc2)c(-c2ccccc2)[nH]c1=O	-0.5
COc1ccc(CNC(=O)CCC(=O)N2CCSc3ccccc32)cc1	-13.1
CCOC(=O)c1ccc(N2C(=O)c3[nH]nc(-c4ccc(OCC)cc4)c3C2c2ccc(OC)cc2OC)cc1 (stereo unspecified)	6.7
CCc1ccc(C(=O)N2CCN(S(=O)(=O)c3cccs3)CC2)cc1	9.7
CN1C(=O)/C(=C/c2ccc3c(c2)OCO3)SC1=Nc1ccc(C(=O)O)cc1	11.7
O=C(CSc1nc(-c2cccc(F)c2)[nH]c1-c1ccccc1)Nc1ccc2c(c1)OCCO2	-1.7
Oc1ccccc1C(C#Cc1ccccc1)N1CCOCC1 (stereo unspecified)	-3.3
COc1ccccc1C1C2=C(CC(C)(C)CC2=O)OC2(O)CC(C)(C)CC(=O)C12 (stereo unspecified)	1.9
COC(=O)c1c(NC(=O)CCCC(=O)O)sc2c1CCCCCCCCCC2	4.9
Oc1ccc(Br)cc1-c1ccno1	5.1
C#CCNC(=O)C[n+]1c2ccccc2n2nc(C)c(C)cc21	3.8

Two records drawn at random from the list so far:
smiles	RBX1-CUL1 inh
CC1(C)C2CC=C(/C=N/NC(=O)c3ccccc3O)C1C2 (stereo unspecified)	-1.5
COc1cccc(-c2noc(-c3cc(C(C)C)[nH]n3)n2)c1OC	12.8

Following part.
smiles	RBX1-CUL1 inh
Cc1csc2[nH]c(-c3ccccc3)c[n+]12	-5.6
O=C(Nc1ccc(-c2nc3ccccc3[nH]2)cc1)C1CC1	-6.5
C/C(=N\OCC(=O)Nc1c(C(C)C)cccc1C(C)C)c1cccs1	5.0
COc1ccc(-c2cc(C)no2)cc1S(=O)(=O)NCc1ccco1	-6.9
Cc1cc(-c2ccccc2)nc2c1C(=O)CC(C)(C)C2	-7.4
Cc1c(Cl)cccc1NC(=O)CN1CCC(C)CC1	9.5
Cc1ccccc1S(=O)(=O)N1CCC(C(N)=O)(N2CCCCC2)CC1	1.5
O=C(Cc1cccc2ccccc12)Nc1ccccc1C(=O)Nc1ccccc1	2.2
Cc1ccc2[nH]c(O)c(N=NC(=O)c3cccc([N+](=O)[O-])c3)c2c1Br	4.8
COc1ccc(N2C(=O)NC(NS(=O)(=O)c3ccc(NC(C)=O)cc3)(C(F)(F)F)C2=O)cc1 (stereo unspecified)	-4.5
CC1(C)CC(C(=O)Nc2ccccc2)C(=O)O1 (stereo unspecified)	1.3
O=C(Cn1ncc2c3ccccc3n(Cc3ccc(F)cc3)c2c1=O)NCCC1=CCCCC1	-6.6
CC(CNC(=O)c1nnc(Cc2cccc(F)c2)o1)c1ccccc1 (stereo unspecified)	-4.7
CC(=O)c1ccc(NC(=O)c2ccc(-c3ccc(Cl)cc3)o2)cc1	2.1
COc1ccc(CNC(=O)Cn2cc([N+](=O)[O-])cn2)cc1	3.1
N#CC1C(=N)OC2=C(COc3ccccc32)C1c1cccc(F)c1 (stereo unspecified)	1.6
Cc1ccc(NC(=O)CN(C)S(=O)(=O)c2cnc[nH]2)cc1	-3.2
COCC1CCCCN1Cc1nc(-c2ccc(OC)c(C)c2OC)oc1C (stereo unspecified)	6.7
CC(=O)N1CCc2c(sc3c2c(=O)n(CCc2ccccc2)c(=O)n3Cc2ccc(Cl)cc2)C1	-1.0
Cc1ccc(S(=O)Cc2nc(-c3ccc(C(=O)NC(C)c4ccccc4)cc3)oc2C)cc1 (stereo unspecified)	-11.5
CCN1C(=O)c2ccc(C(=O)Nc3cccc(C(=O)NC(C)(C)C)c3)cc2C1=O	-5.7
COc1ccc(C(=O)COC(=O)c2ccc3c(c2)C(=O)N(c2cccc(O)c2)C3=O)cc1	-2.6
Fc1ccccc1-c1noc2c1CN(Cc1ccc3cccc(F)c3n1)CC2	5.3
Cc1cccc(C)c1N=C1N=C(SCC(=O)O)N(c2ccccc2O)C12CCCC2	3.0
O=C(Nc1ccc2oc(-c3ccncc3)nc2c1)c1ccc([N+](=O)[O-])o1	12.1
O=C(CCc1ccccn1)NCc1cccnc1Oc1ccc(F)cc1F	2.8
Cc1ccc(OCC(=O)Nc2ccc3c(c2)oc2ccccc23)cc1	-15.2
CCN(C(=O)Cn1nnc2sc3c(c2c1=O)CCC(C(C)(C)C)C3)c1cccc(C)c1 (stereo unspecified)	-0.9
CCOc1ccccc1-c1nc(CN2CCCCC2COC)c(C)o1 (stereo unspecified)	4.9
CC(C)CN1CCC(CNC(=O)c2ccc(N3CCOCC3)nc2)C1 (stereo unspecified)	-10.6

Five of the entries above in order of the RBX1-CUL1 inh value, largest number first:
smiles	RBX1-CUL1 inh
C/C(=N\OCC(=O)Nc1c(C(C)C)cccc1C(C)C)c1cccs1	5.0
O=C(Cc1cccc2ccccc12)Nc1ccccc1C(=O)Nc1ccccc1	2.2
N#CC1C(=N)OC2=C(COc3ccccc32)C1c1cccc(F)c1 (stereo unspecified)	1.6
CCN1C(=O)c2ccc(C(=O)Nc3cccc(C(=O)NC(C)(C)C)c3)cc2C1=O	-5.7
O=C(Nc1ccc(-c2nc3ccccc3[nH]2)cc1)C1CC1	-6.5

New compounds follow:
smiles	RBX1-CUL1 inh
Cc1ccc(-c2noc(CN(C)C(=O)CCC3CCCC3)n2)cc1	9.3
Fc1ccc(-c2nnc3sc(/C=C/c4ccco4)nn23)cc1	94.8*
CC(=O)NCc1cc(=O)[nH]c(CC2=CCCCC2)n1	-6.2
CNn1cnc2c1OC(c1ccc(F)cc1)=NN2OC	-3.8

Screens (PubChem BioAssay)
